# Source: PubChem (National Center for Advancing Translational Sciences (NCATS))
# NIH3T3 tox: kills NIH 3T3 cells; NIH 3T3 viability, CellTiter-Glo ATP luminescence, 48-72 h; Potency, µM (series often up to 96.7 µM), for inactives: at the highest dose activity change, negative = cytotoxicity, most hits filed as inhibitors; actives 4.3% (n = 94,000); AID 1345082; also: potency is read from the fitted curve at half-maximal effect; nearly all actives have a fitted effect of over 55% in size
#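 ATP-dependent luminescence (CellTiter-Glo) served as the viability signal for NIH 3T3 cells treated with compound for 48 or 72 hr at 37 °C.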
# HEK cytotox: cytotoxic compounds in HEK 293 cells; HEK 293 viability, ATP luminescence (CellTiter-Glo), 48-72 h; Potency, µM (titrated, usually from 115 µM), for inactives: at the highest dose activity change, negative = cytotoxicity, hits mostly inhibitors; actives 6.6% (n = 94,000); also: potency is read from the fitted curve at half-maximal effect; nearly all actives have a fitted effect of over 60% in size
#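 Cytotoxicity was scored by loss of ATP-coupled luminescence (CellTiter-Glo) in HEK 293 cells. Compound treatment ran 48 or 72 hr at 37 degree Celsius, 5% CO2, 95% humidity.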
# SNCA viab count: cell viability loss counter-screen. HEK-293-SNCA-luc viability, GF-AFC fluorescence, 24 h. Potency, µM (top dose mostly 57.1 µM), without a hit: top-dose activity change, negative = cytotoxicity, hits mostly cytotoxic. actives 0.12% (n = 150,000). AID 1671193;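 also: potency is read from the fitted curve at half-maximal effect; 0% = DMSO-treated cells and -100% = medium-only wells without cells; nearly all actives have a fitted effect of over 30% in size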
#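 Cytotoxicity counterscreen: after 24 h compound treatment of genome-edited SNCA-luciferase HEK-293 cells, live-cell protease substrate GF-AFC read by fluorescence after 30 min; activity scaled between DMSO (0%) and medium-only (-100%), curves Hill-fitted.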
# Luciferase inh: inhibitors of firefly (Photinus pyralis) luciferase | P08659 | purified P. pyralis luciferase, luminescence, biochemical | Potency, µM (titrated, usually from 115 µM), inactives show at the top dose activity change, negative = inhibition, most hits filed as inhibitors | actives 2.5% (n = 76,000) | AID 1347043; also: potency is read from the fitted curve at half-maximal effect; nearly all actives have a fitted effect of over 65% in size
# Target sequence (P08659 whole entry, looked up): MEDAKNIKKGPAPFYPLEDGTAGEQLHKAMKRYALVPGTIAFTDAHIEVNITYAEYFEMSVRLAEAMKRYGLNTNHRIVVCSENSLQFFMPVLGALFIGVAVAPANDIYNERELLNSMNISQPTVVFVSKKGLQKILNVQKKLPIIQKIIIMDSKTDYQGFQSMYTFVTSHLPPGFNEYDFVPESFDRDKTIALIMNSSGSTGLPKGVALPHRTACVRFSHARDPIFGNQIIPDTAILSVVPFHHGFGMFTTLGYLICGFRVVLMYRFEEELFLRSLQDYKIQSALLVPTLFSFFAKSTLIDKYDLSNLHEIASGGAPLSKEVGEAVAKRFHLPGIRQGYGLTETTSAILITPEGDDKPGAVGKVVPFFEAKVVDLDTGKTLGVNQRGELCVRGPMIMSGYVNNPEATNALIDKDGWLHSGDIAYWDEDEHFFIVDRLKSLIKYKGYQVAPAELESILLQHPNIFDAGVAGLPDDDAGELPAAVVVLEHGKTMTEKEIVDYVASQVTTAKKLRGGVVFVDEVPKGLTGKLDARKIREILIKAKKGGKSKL
#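 Luminescence read by CCD imager after adding enzyme (10nM final) to wells holding compound, titrated in qHTS. Substrates 10uM each D-luciferin and ATP; buffer 50mM Tris acetate pH 7.5, 10mM Mg acetate, Tween-20, BSA.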
# IP6K1 inhibitor: blocks human inositol hexakisphosphate kinase 1. Q92551. IP6K1 kinase, ADP-Glo luminescence, 2 h; stronger effect = lower value. activity change, % (series mostly up to about 58 µM). actives 0.81% (n = 140,000); in the data active = activity change below about -25%
# Target sequence (Q92551 whole entry, looked up): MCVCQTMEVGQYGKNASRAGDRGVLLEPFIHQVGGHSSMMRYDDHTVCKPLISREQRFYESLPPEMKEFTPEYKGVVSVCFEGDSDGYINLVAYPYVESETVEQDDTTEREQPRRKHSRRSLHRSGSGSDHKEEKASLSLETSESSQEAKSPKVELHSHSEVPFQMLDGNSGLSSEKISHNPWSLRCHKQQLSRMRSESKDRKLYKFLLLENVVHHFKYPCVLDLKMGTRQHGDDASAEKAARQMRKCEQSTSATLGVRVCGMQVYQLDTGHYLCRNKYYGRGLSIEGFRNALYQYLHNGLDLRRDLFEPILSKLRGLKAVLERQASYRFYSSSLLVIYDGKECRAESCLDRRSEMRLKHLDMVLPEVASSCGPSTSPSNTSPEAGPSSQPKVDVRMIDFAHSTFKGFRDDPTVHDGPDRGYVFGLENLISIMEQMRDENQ
#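 ADP-Glo luminescence measures ADP made by human IP6K1 during a 2 h RT reaction with ATP/IP6 (mix at 1.3 mM/130 uM); top library doses 57.5 and 19.1 uM final.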
# GPT2 inh: blocks human glutamate pyruvate transaminase 2 | Q8TD30 | Recombinant GPT2, coupled pyruvate oxidase/HRP Amplex Red fluorescence | actives 0.25% (n = 100,000) | Potency, µM (titrated, usually from 57.7 µM), for the others: at the top dose activity change, negative = inhibition, usual class: inhibitors; also: potency is read from the fitted curve at half-maximal effect; nearly all actives have a fitted effect of over 60% in size; many of its hits are not listed in these tables
#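 Fluorescence of coupled pyruvate oxidase/HRP/Amplex Red system (50uM Amplex, 30 min, dark) reports pyruvate formed by GPT2. Enzyme reaction: 10ng/uL GPT2, 2mM L-alanine, 250uM a-KG, 30 min room temperature, pH 7.5; 50uM AOA control.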
# SNCA expr inhib: reduces expression of the alpha-synuclein gene | HEK-293 SNCA-luciferase knock-in, luminescence, 24 h | Potency, µM (titrated, usually from 57.2 µM), for inactives: at the highest dose activity change, negative = inhibition, usual class: inhibitors | actives 0.17% (n = 140,000) | AID 1671194;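 also: potency is read from the fitted curve at half-maximal effect; plate controls were DMSO cells for no effect and cell-free wells for full effect; nearly all actives have a fitted effect of over 45% in size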
# * marks the source's active call; other numbers are inactive results; i = inactive; ? = inconclusive; . = not tested or not shown; [ ] = dose if it differs, or a comment. Unless noted, calls follow the shape of the dose curve; as a rule, active = well fitted curve in the direction sought with a large enough effect; inconclusive = small, poorly fitted or top-dose-only effect, or another doubt; inactive = no such curve, though single readings can be large; an effect the other way counts as inactive or inconclusive. Unless noted, % is scaled to controls: 0 for no effect and ±100 for the full control effect. A portion of the library. The share of hits here may be higher or lower than overall.
SMILES,NIH3T3 tox,HEK cytotox,SNCA viab count,Luciferase inh,IP6K1 inhibitor,GPT2 inh,SNCA expr inhib
COCCn1ccc2ccc(C(=O)Nc3ccc4c(c3)C(=O)N3CCC[C@H]3C(=O)N4)cc21,?,?,-2%,-21%,-6,-43%,10%
CCCCn1c(CNC(=O)C23CC4CC(CC(C4)C2)C3)nnc1SCC(=O)Nc1ccc(C)cc1,.,.,-14%,.,-2,.,-30%
CCc1ccc(NC(=O)Cn2nc3c4ccccc4n(Cc4ccccc4)cc-3c2=O)cc1,.,.,-2%,.,-11,.,-5%
CSc1ncc2c(n1)-c1ccccc1N(Cc1ccc(Cl)cc1)S2(=O)=O,.,.,-10%,.,52,.,20%
O=C(C1CC1)N1C[C@@H]2OCC(=O)N(Cc3cccnc3)[C@@H]2C1,i,-1%[172 µM],-5%[87.6 µM],2%[172 µM],8,-4%[88.5 µM],6%[87.6 µM]
Cc1cccc(NC(=O)CCc2c(C)nc3c(c(C)nn3C(C)(C)C)c2C)c1C,.,.,14%,.,5,.,22%
CCOCCCNC(=O)c1nnn2cc(-c3ccccc3)[nH]c(=O)c12,?,7%,-1%,6%,-4,-7%,19%
O=c1n(Cc2cccc(F)c2)c2ccccc2c2nc(-c3ccccc3)nn12,.,.,?,.,19,.,-2%
CCc1ccc(-n2nc(CO)c(C(=O)NCc3ccccc3Cl)n2)cc1,.,.,20%,.,19,.,3%
Cc1ccc(-n2nc3cc(C)c(NC(=O)c4ccc(-c5ccccc5)o4)cc3n2)cc1,.,.,-4%,.,0,.,105%[activator]
Cc1nc(-c2ccc(Cl)cc2)sc1CCNC(=O)c1ccco1,.,.,4%,.,54,.,183%[activator]
CCC(CC)C(=O)Nc1nnc2n1CCS2,.,.,-8%,.,9,.,4%
COc1ccc2cc1Nc1ccc(cc1)C[C@H](NCc1ccc(C)o1)C(=O)N(C)[C@@H](C(=O)NCc1ccccc1)C2,?,?,-11%,1%,23,-27%,-15%
O=C(NCc1ccc(F)cc1)N1CCC(OCCOc2ccc(F)cc2)CC1,?,?,-13%[12.5 µM],-2%,-9,i,?
Cc1cccc(C(=O)N2CCC(Cc3nncn3CC3CC3)CC2)c1,-25%,-8%,-2%,-8%,13,i,-10%
Cc1cc(C)cc(NC(=O)CCS(=O)(=O)c2ccc3nc(C)sc3c2)c1,.,.,2%,.,6,.,0%
CNC(=O)c1cc(C2CC2)nc2c1c(C1CCN(C(=O)OC)C1)nn2C (stereo not given),?,?,.,.,6,.,.
Cc1ccc(C2Cn3nnc(C(=O)N4CCC(C(=O)NCc5cccs5)CC4)c3CO2)cc1 (stereo not given),3%,5%,-5%,35µM*,9,-3%,60%[activator]
CN(C)C1CCN(c2nc(-c3ccncc3)nc3c2CNC3)C1 (stereo not given),?,-20%,1%,6%,3,-11%,-3%
O=C(CN1CCCN(Cc2cccc(Cl)c2)S1(=O)=O)Nc1ccc2c(c1)OCCO2,.,.,-5%,.,15,.,22%
CCN1CCN(CCNC(=O)[C@H]2CCC[C@H]2NC(=O)c2ccncc2)CC1,1%,-5%,1%,-2%,18,?,16%
CN1CC(C(=O)N2CCC(Cc3ccccc3)CC2)NC1=O (stereo not given),-32%[138 µM],-14%[172 µM],0%[12.5 µM],.,-2,i,6%[87.6 µM]
COC[C@@H]1CN(c2cnccn2)C[C@H]1C(=O)NCC1CC1,-8%,i,1%,-2%,0,i,-14%
Cc1ccc(C)c(NC(=O)Cn2c(=O)n(Cc3ccccc3)c(=O)c3oc4ccccc4c32)c1,.,.,9%,.,6,.,10%
CC(C)c1ccc(OCc2cc(=O)n3c4c(sc3n2)CCCC4)cc1,.,.,-3%,.,-6,.,-2%
O=C(Nc1ccccc1)N1CC(Oc2ccc(-c3nc(-c4ccccc4)no3)cc2)C1,-3%,?,5%,1.3µM*,0,i,33%[activator]
CCCN1CCN(CCCNC(=O)c2ccc3c(c2)sc2nc(-c4ccc(C)cc4)cn23)CC1,.,.,-13%,.,-4,.,75%[activator]
CCC(C)NC(=O)C1COC2(CCN(C(=O)c3cccc(Cl)c3)CC2)N1C(=O)c1ccccc1C (stereo not given),-21%,?,-5%,3%,12,-1%,-7%
COc1ccc(C(=O)N2CCC3(CC2)CCC(O)(CN(C)C)CC3)cc1OC,-9%,5%,-4%,0%,-14,i,?
COc1ccccc1CNC(=O)C(NS(=O)(=O)c1cccs1)C(C)C (stereo not given),.,.,7%,.,-3,.,-17%
CCOCCCNC(=O)C1CCN(c2cc(C)nc3c(-c4ccc(Cl)cc4)c(C)nn23)CC1,.,.,-5%,.,-3,.,-2%
CCN(Cc1cccnc1)C(=O)CN(c1ccc(OC)nc1)S(=O)(=O)c1ccccc1C,.,.,-11%,.,-15,-8%,.
CN(C)CCNC(=O)c1ccc(-c2nn(C)c(=O)c3ccccc23)cc1,.,.,-1%,.,-11,.,25%
COC(=O)N1CCCC(C(=O)N2CCC(c3nc4ncccc4[nH]3)CC2)C1 (stereo not given),-3%,i,1%,.,-5,i,3%
CCn1cc(CN2CC[C@H]3C(=O)NCCCCCCN(Cc4ccncc4)[C@@H]3C2)c(C)n1,-17%,4%,9%,1%,6,i,20%
Cc1cc(C)cc(NC(=O)Cc2c(C(=O)O)c(C)cn2C)c1,.,.,-12%,.,-8,.,40%[activator]
CC(C)N1C[C@H](O)C[C@H]1c1nnc2n1CCN(C(=O)c1cccn1C)CC2,-9%,i,-2%,-10%,-10,i,-2%
O=C(CSc1ccc2nc(-c3ccccc3)cn2n1)Nc1ccccc1C(F)(F)F,.,.,-1%,.,14,.,-1%
COc1ccc(C2=Nc3ccccc3NC(c3cccs3)=N2)cc1,.,.,-1%,.,14,.,-13%
COc1ccc(Cn2c(=O)c3oc4ccccc4c3n(Cc3ccc(F)cc3)c2=O)cc1,.,.,-3%,.,10,.,-2%
CC(=O)N1CCC(c2nnc3n2C(C(=O)NCC2CCCCC2)CC3)CC1 (stereo not given),4%,-3%,16%,.,-6,2%,-2%
Cc1ccc(CCNc2ncnc3onc(-c4ccc(F)cc4)c23)cc1,.,.,-3%,.,4,.,-10%
COc1ccc(C(=O)NC[C@@H]2C=C(C)[C@H](CC(=O)O)C[C@H]2C(C)C)cc1,35µM*,-7%[172 µM],-17%[87.6 µM],-27%[172 µM],-6,i,-10%[87.6 µM]
CN(C)C[C@@H]1CN(S(C)(=O)=O)C[C@H]1NC(=O)COc1ccc(Cl)cc1,-2%,i,6%,8%,21,1%,-9%
CC(C)c1ccc(CNC(=O)c2ccc(N3CCCC3)c(NC(=O)NCc3ccccc3)c2)cc1,.,.,-6%,.,-14,.,-20%
c1ccc(OCc2cc(CC3(NCc4ccco4)COC3)no2)cc1,-1%[174 µM],?,3%[87.6 µM],-5%[172 µM],8,-2%[88.5 µM],1%[87.6 µM]
Cc1nc(-c2ccc(S(=O)(=O)N(C)Cc3ccccc3)cc2)co1,.,.,5%,.,-3,.,67%[activator]
O=C(NCC1(COc2ccccc2)C[C@@H](O)[C@@H](O)C1)c1ccc(F)cc1 (stereo not given in full),?,?,-18%[87.6 µM],-1%[172 µM],24,-16%[88.5 µM],-7%[87.6 µM]
COc1ccc(NC(=O)N2CCc3c(nc4cc(-c5ccccc5)[nH]n4c3=O)C2)c(C)c1,-11%,3%,9%,-26%,35,?,-17%
CCC(O)c1cc2n(n1)CCN(C(=O)Cc1noc3ccccc13)C2 (stereo not given),2%,i,0%,7%,10,0%,-6%
# The list goes on.
SMILES,NIH3T3 tox,HEK cytotox,SNCA viab count,Luciferase inh,IP6K1 inhibitor,GPT2 inh,SNCA expr inhib
CCc1cccc(C)c1NC(=O)Nc1csc2c1CCCC2,.,.,13%,.,26,.,10%
OCC(O)C(c1c[nH]c2ccccc12)c1c[nH]c2ccccc12 (stereo not given),.,.,-7%,.,-11,i,.
Cc1ccc(-c2nnc(Nc3ccc(Cl)c(Cl)c3)c3ccccc23)cc1S(=O)(=O)N(C)C,.,.,-5%,.,10,.,0%
COc1ccc(-n2nc(C(=O)Nc3cc(C)ccn3)c3c4ccccc4n(C)c3c2=O)cc1Cl,.,.,20%,.,-6,.,-19%
CCCc1sc(NC(=O)C[C@H]2NC(=O)c3ccccc3NC2=O)nc1C(=O)OC,?,-32%,-1%,0%,-1,i,?
COC1CCC12CCN(C(=O)c1ccncc1)CC2 (stereo not given),3%,-12%,-2%,5%,-10,-1%,12%
CC(=O)N1CCC(N(C(=O)Nc2c(F)cccc2F)C(C)C)CC1,.,.,-1%,.,-3,.,-9%
Cc1ccc(Cl)cc1NC(=O)N1C[C@@H](F)C[C@H]1C(=O)N1CCCCC1,?,0%,6%,-3%,14,i,1%
c1ccc(-c2ccccc2Nc2cnc3ccc(N4CCOCC4)nn23)cc1,?,89µM*,?,6%[172 µM],-18,-5%[88.5 µM],-23%[87.6 µM]
COc1ccc(CCN2C(=O)c3[nH]nc(-c4ccccc4O)c3C2c2ccc(O)c(OC)c2)cc1 (stereo not given),.,.,?,.,-7,.,?
CN1[C@@H](CCC(=O)NCc2ccccc2)CNC(=O)[C@@H]2[C@H]1CCN2Cc1ccc(O)cc1,-9%,-4%,-3%,-15%,11,-12%,-8%
O=C(C1CCCCC1)N1CCCC(c2noc(COc3ccccc3)n2)C1 (stereo not given),?,?,-4%[12.5 µM],1%,20,4%,3%
O=C(NCCc1ccccc1)c1ccc(Nc2nc3ccccc3n3nnnc23)cc1,.,.,1%,.,-7,.,-18%
CCOC(=O)c1noc2nc(C)n(Cc3cccc(C#N)c3)c(=O)c12,.,.,-10%,.,-4,.,-28%
CCCCOc1ccc(C(=O)N2CCC[C@H]2c2nc(-c3ccccc3Cl)no2)cc1,?,?,?,-4%,12,i,?
Cn1cnc(S(=O)(=O)N2CCC[C@H](n3c(=O)n(C)c4cccnc43)C2)c1,-13%,2%,11%,0%,2,2%,-4%
COc1ccc(-c2cc(N3CCC(NC(=O)c4ccc(Cl)s4)CC3)n[nH]2)cc1,?,25µM*,-8%,3%,17,2%,-23%
CCn1cc(CN(C)C(=O)c2ccc(N3CC4CC(C3)[C@H]3CCCC(=O)N3C4)nc2)c(C)n1 (stereo not given in full),4%,16%,2%,2%,22,-9%,9%

# One compound at a time (already shown). Order of values: NIH3T3 tox | HEK cytotox | SNCA viab count | Luciferase inh | IP6K1 inhibitor | GPT2 inh | SNCA expr inhib
# `O=C(C1CCCCC1)N1CCCC(c2noc(COc3ccccc3)n2)C1` (stereo not given) is listed as ? | ? | -4%[12.5 µM] | 1% | 20 | 4% | 3%
# `CCCCOc1ccc(C(=O)N2CCC[C@H]2c2nc(-c3ccccc3Cl)no2)cc1` is listed as ? | ? | ? | -4% | 12 | i | ?
